Bioassay records (PubChem)
human PMI inhibition: inhibitors of human PMI, primary screen, biochemical, fluorescence intensity, coupled assay (AID 1209) | Mannose-6-phosphate isomerase (Homo sapiens) | purified PMI enzyme, coupled fluorescence intensity; higher % means a stronger effect | inhibition, % at 20 µM, or IC50 in µM where a hit was titrated | 0.42% of 190,000 active;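 also: plate controls were DMSO vehicle for no effect and wells lacking substrate for full effect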
Dynein transport: inhibitors of GR-EGFP nuclear translocation, primary screen, dynein cargo transport inhibitor project, imaging, high-content, 3617.4 mouse cells; AID 1381, 2008; test concentration mostly 20 µM; stimulated with dexamethasone, 1 µM; stronger effect = lower value; 0.47% of 220,000 active; z-score, hits read low;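 active = plate z-score of nuclear minus cytoplasmic receptor signal below a set negative limit, without overly bright fluorescence or cell loss, cut at about -3.5 in these data, passing the limit was not always enough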;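 also: z-score of nuclear minus cytoplasmic ring GR-EGFP intensity difference per well; some compounds called inactive have numbers as strong as hits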
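Buffer or medium: tet-free medium with charcoal-stripped serum / Also added: dexamethasone agonist, 1.0 µM final, for 30 min / Timing: induction 48 h, compound 1 h, agonist 30 min / Measured by: high-content fluorescence imaging after fixation / Read-out: nuclear-to-cytoplasmic GR-EGFP distribution per well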
M1AAP inhibition: P. falciparum M1AAP inhibitors, biochemical, fluorogenic H-Leu-NHMec substrate, 1536-well (AID 1445). Aminopeptidase N (Plasmodium falciparum (isolate 3D7)). recombinant M1AAP, H-Leu-NHMec fluorogenic kinetic assay; higher % means a stronger effect. inhibition, % at 30 µM; hits with a dose series show IC50 in µM. 0.42% of 220,000 active;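 active = primary inhibition above the hit cutoff, then over 50% inhibition at one or more dose response concentrations, cut at about 23% in these data, passing the limit was not always enough; inconclusive = conflicting primary data, or primary hits not chosen for dose response; inactive = low primary inhibition, or under 50% at every dose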;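 also: plate controls were DMSO full reaction for no effect and no enzyme background for full effect; strong numbers were not always called active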
SIAH1 antagonists: Siah-1 peptide-binding antagonists, primary screen, biochemical, fluorescence polarization, rhodamine-plectin, uHTS (AID 1817) | E3 ubiquitin-protein ligase SIAH1 (Homo sapiens) | Siah-1 / rhodamine-plectin peptide fluorescence polarization; higher % means a stronger effect | displacement, % at 20 µM, or IC50 in µM where a hit was titrated | 0.02% of 290,000 active;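 active = displacement of at least 50% at 20 µM, with a fluorescence ratio check between 0.3 and a set limit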;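 also: plate controls were Siah plus tracer with DMSO for no effect and tracer alone without Siah for full effect; strong numbers were not always called active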
PMI inhibition: human PMI inhibitors, high substrate, primary screen, biochemical, fluorescence intensity, high mannose 6-phosphate (AID 1220); Mannose-6-phosphate isomerase (Homo sapiens); recombinant PMI enzyme, coupled fluorescence intensity; higher % means a stronger effect; inhibition, % at 20 µM, or IC50 in µM where a hit was titrated; 0.66% of 190,000 active
P. falciparum M17LAP: P. falciparum M17LAP inhibitors, primary screen, biochemical, fluorogenic H-Leu-NHMec substrate, 1536-well (AID 1619); Leucine aminopeptidase (Plasmodium falciparum (isolate 3D7)); recombinant M17LAP, H-Leu-NHMec fluorogenic kinetic assay; higher % means a stronger effect; inhibition, % at 30 µM; hits with a dose series show IC50 in µM; 0.38% of 220,000 active;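 active = compound inhibiting the enzyme by more than half at any dose during confirmatory dose-response retesting; inconclusive = strong single-dose inhibitors picked by rank but not retested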;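 also: plate controls were full reaction with DMSO carrier for no effect and no enzyme background for full effect; strong numbers were not always called active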
AID2073: inhibitors of Mint1-CaV2.2 protein interaction, biochemical, HTRF (AID 2073); Voltage-dependent N-type calcium channel subunit alpha-1B (Homo sapiens); HTRF protein-protein interaction, Mint1-CaV2.2; higher % means a stronger effect; inhibition, % at 20 µM, or IC50 in µM where a hit was titrated; 0.19% of 290,000 active; in the data active = inhibition mostly above about 51%, no sharp cut-off; inconclusive = no clear call, values can overlap the other calls; inactive = mostly below about 53%; also: some results filed as inactive read as strong as hits
XIAP antagonists: XIAP antagonists, biochemical, IAP family, fluorescence polarization (AID 1018). E3 ubiquitin-protein ligase XIAP (Homo sapiens). XIAP BIR domain, fluorescence polarization peptide displacement; higher % means a stronger effect. one-dose displacement, % at 20 µM; IC50 in µM for titrated hits. 0.007% of 200,000 active; in the data active = displacement above about 50%; also: a part of the inactive calls stands beside numbers as strong as those of hits
LYP inhibition: inhibitors of LYP phosphatase, biochemical, fluorescence intensity, uHTS (AID 1779). recombinant LYP phosphatase, fluorescence intensity; higher % means a stronger effect. inhibition, % at 11.5 µM, or IC50 in µM where a hit was titrated. 0.054% of 290,000 active. Tyrosine-protein phosphatase non-receptor type 22 (Homo sapiens);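 also: plate controls were vehicle with enzyme for no effect and no enzyme for full effect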
Dynein transport cytoplasmic EGFP: further read-out of Dynein transport, marked with its call; z-score; measured here: cytoplasmic GR-EGFP intensity; stronger effect = higher value
Dynein transport nuclear GR-EGFP: recorded beside Dynein transport, whose call it bears; z-score; measured here: nuclear GR-EGFP intensity;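 lower value marks the stronger effect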
Dynein transport cell count: further read-out of Dynein transport, marked with its call; z-score; measured here: cell count per field
Active calls of the source: *; u = inconclusive; x = not tested or not shown. Rule as the data show it, unless noted: active = inhibition above about 50%; inactive = the rest.

SMILES | human PMI inhibition | Dynein transport | Dynein transport cytoplasmic EGFP | Dynein transport nuclear GR-EGFP | Dynein transport cell count | M1AAP inhibition | SIAH1 antagonists | PMI inhibition | P. falciparum M17LAP | AID2073 | XIAP antagonists | LYP inhibition
CCn1c(SCC(=O)Nc2ccc(C(C)=O)cc2)nc2nc3c(cc2c1=O)COC(C)(C)C3 | x | 0.41 | -0.22 | 0.78 | -0.74 | -1% | 6% | x | 5% | 21% | x | -9%
CC(=O)Nc1ccc(NC(=O)C(C)OC(=O)c2ccc(OCc3c(C)noc3C)cc2)cc1 (stereo unspecified) | 14% | -0.064 | -0.26 | 0.39 | 0.22 | -1% | 2% | 0% | -8% | 1% | -4.5% | -3%
O=S(=O)(c1ccccc1)N1CC=C(c2ccccc2)CC1 | 7% | 0.19 | -0.34 | -0.23 | -0.37 | -11% | 0% | 6% | -1% | -6% | -3.2% | 0%
CC1CC(=O)N(CC(=O)NCc2ccco2)c2ccccc2S1 (stereo unspecified) | 11% | 1.3 | 0.3 | 1.5 | -1.6 | 3% | -1% | 6% | 15% | -2% | -5.4% | 3%
O=C(COc1cccc2ccccc12)N/N=C/c1ccccc1OCc1ccc(C(=O)O)cc1 | 9% | -0.86 | -0.013 | -0.33 | 0.76 | 7% | 26% | 14% | 2% | 19% | -6.4% | 10%
CCn1c(-c2cc(OC)ccc2OC)csc1=Nc1c(C)n(C)n(-c2ccccc2)c1=O | 5% | 0.13 | -0.21 | 0.27 | 0.57 | 5% | 6% | 6% | -4% | -13% | -6.2% | -7%
Cc1ccc(C2CC(C(F)(F)F)n3nc(C(=O)NCC4CCCO4)cc3N2)cc1 (stereo unspecified) | 8% | -0.032 | 0.62 | 0.11 | 0.2 | 0% | -1% | 14% | 13% | -11% | -2.8% | -5%
Cc1ccc(-n2c(=O)c3sccc3n(CC(=O)NCc3ccco3)c2=O)cc1F | -8% | 1.7 | -0.021 | 0.66 | -2.4 | -5% | -1% | 0% | -3% | 12% | -4.3% | 0%
O=c1cc[nH]c2ccc(OC(F)(F)F)cc12 | x | -0.9 | -0.2 | -0.54 | 1 | 6% | 3% | x | -3% | -2% | x | -6%
O=C(Nc1ccc(S(=O)(=O)N2CCOCC2)cc1)c1ccc2c(c1)OCO2 | x | -0.45 | -0.24 | 0.18 | 0.98 | -3% | -1% | x | -2% | 7% | x | -7%
Cc1cc(C)n(-c2nc3ccccc3nc2N2CCC(C)CC2)n1 | 8% | -0.44 | -0.1 | -0.38 | -1.2 | 5% | -4% | 5% | -4% | 2% | -5.3% | -3%
CCOC(=O)Cc1csc(/N=C/c2c(O)n(-c3ccccc3C(F)(F)F)c(=O)c3ccccc23)n1 | 21% | -0.18 | -0.25 | -0.27 | -0.069 | 2% | 6% | 18% | -78% | -8% | -12% | -7%

Given comma-delimited: entries from further up.
Molecule,human PMI inhibition,Dynein transport,Dynein transport cytoplasmic EGFP,Dynein transport nuclear GR-EGFP,Dynein transport cell count,M1AAP inhibition,SIAH1 antagonists,PMI inhibition,P. falciparum M17LAP,AID2073,XIAP antagonists,LYP inhibition
O=c1cc[nH]c2ccc(OC(F)(F)F)cc12,x,-0.9,-0.2,-0.54,1,6%,3%,x,-3%,-2%,x,-6%
O=C(Nc1ccc(S(=O)(=O)N2CCOCC2)cc1)c1ccc2c(c1)OCO2,x,-0.45,-0.24,0.18,0.98,-3%,-1%,x,-2%,7%,x,-7%
Cc1cc(C)n(-c2nc3ccccc3nc2N2CCC(C)CC2)n1,8%,-0.44,-0.1,-0.38,-1.2,5%,-4%,5%,-4%,2%,-5.3%,-3%
CCOC(=O)Cc1csc(/N=C/c2c(O)n(-c3ccccc3C(F)(F)F)c(=O)c3ccccc23)n1,21%,-0.18,-0.25,-0.27,-0.069,2%,6%,18%,-78%,-8%,-12%,-7%

Next part
SMILES | human PMI inhibition | Dynein transport | Dynein transport cytoplasmic EGFP | Dynein transport nuclear GR-EGFP | Dynein transport cell count | M1AAP inhibition | SIAH1 antagonists | PMI inhibition | P. falciparum M17LAP | AID2073 | XIAP antagonists | LYP inhibition
FC(F)(F)c1cccc(OCC2CNC(=S)O2)c1 (stereo unspecified) | x | -0.77 | -0.7 | -0.23 | 0.59 | -1% | -3% | x | -4% | -9% | x | -3%
N#CCCCCn1c(-c2cncs2)nc2ccccc21 | -2% | -0.73 | -0.4 | -0.29 | 0.99 | 5% | -6% | -1% | -8% | 10% | -4.9% | -6%
C/C(=N\OCC(=O)Nn1c(=O)[nH]c2ccccc2c1=O)c1ccccc1 | -4% | -0.21 | -0.25 | -0.027 | 0.54 | 5% | -5% | -5% | -22% | -6% | -7.8% | -1%
O=C(CSc1nc2scc(-c3ccco3)c2c(=O)n1-c1ccccc1)N1CCOCC1 | 16% | 0.65 | -0.26 | -0.29 | 0.66 | 0% | 7% | 14% | 7% | 64% | -1.7% | -1%
CCOC(=O)N1CCN(c2c(N3CCN(c4ccc(OC)cc4)CC3)c(=O)c2=O)CC1 | -1% | -0.073 | -0.099 | 0.051 | -0.49 | 18% | -1% | 12% | 11% | -4% | -4.2% | -4%
CCOc1ccc(C(=O)CSCCC(=O)O)cc1 | -70% | -0.54 | -0.3 | -0.35 | 0.81 | 3% | -3% | -71% | 2% | u | -7.2% | -8%
O=C(/C=C/c1cnc2ccccc2n1)NC1CCCCCC1 | 15% | 0.072 | -0.26 | -0.087 | -0.37 | 12% | -3% | 7% | 11% | 1% | -12% | -1%
Cc1cccc(NC(=S)NCCc2c[nH]c3ccccc23)c1 | 8% | 0.12 | 0.016 | 0.29 | -0.55 | 7% | -6% | 0% | -1% | 2% | -2.5% | 5%
C=CCN(C)CCCNC(=O)/C=N/O | 7% | -0.21 | -0.3 | -0.28 | 0.6 | 2% | -3% | -2% | 7% | 0% | -3.7% | -5%
O=C(Cc1ccc(Cl)cc1)c1c[nH]c(C(=O)NCCCn2ccnc2)c1 | 8% | 0.83 | -0.12 | -0.18 | -1.1 | 1% | 8% | 4% | 11% | 11% | -6.2% | -2%
Cc1cccc(C2c3[nH]c4ccccc4c3CCN2C(=O)CN2CCOC2=O)n1 (stereo unspecified) | -10% | -0.15 | -0.14 | 0.24 | -0.0029 | 4% | 2% | -5% | 5% | 6% | -5.0% | -7%
C=CCNc1nc2c(c(=O)[nH]c(=O)n2C)n1CCCCC | 3% | 0.24 | -0.16 | 0.037 | 0.57 | -2% | -3% | 0% | 1% | -6% | -0.8% | -5%
COc1ccc(/C=N/OCC(=O)NC(c2ccccc2)c2ccccc2)cc1OC | 6% | 1.5 | -0.26 | 0.64 | -0.88 | 8% | 15% | 15% | -14% | -5% | -5.2% | 0%
NCCNC(=O)Cc1cccc(NC(=O)Cc2ccc(Nc3ncnc4c3ncn4[C@@H]3O[C@H](CO)[C@@H](O)[C@H]3O)cc2)c1 | x | -0.43 | -0.8 | 0.11 | -0.24 | 54µM* | 0% | x | -27% | -2% | x | 0%
Cc1ccccc1NC(=O)CSCCO | 14% | 0.22 | -0.18 | 0.22 | 0.66 | 6% | 3% | 13% | 2% | -2% | -1.6% | -4%
COCCOC(=O)c1[nH]c2c(c1C)C(=O)CC(c1ccco1)C2 (stereo unspecified) | 6% | 1.2 | -0.17 | 0.67 | -0.024 | 8% | 11% | 3% | 5% | 17% | -3.0% | 7%
Cc1oc(-c2cccc(Cl)c2)nc1CN1CCCC(C(=O)NCCCN2CCOCC2)C1 (stereo unspecified) | 9% | 0.37 | 0.25 | 0.56 | 0.58 | 6% | 2% | 8% | 1% | 4% | -4.6% | -12%
Cc1ccccc1CS(=O)(=O)c1cnc2ccccc2n1 | -3% | -0.39 | 0.25 | 0.12 | -1.1 | -1% | 0% | -4% | 8% | -2% | -6.2% | -1%
NC(=O)c1ccsc1NC(=O)c1ccc(N2CCCC2=O)cc1 | 11% | 0.1 | -0.29 | 0.38 | 0.12 | 1% | 54% | 26% | -1% | 28% | -12% | 0%
CCCCC(=O)Nc1ccc(NC(=O)CCCC)nc1 | 22% | -0.59 | -0.14 | -0.39 | 1.2 | 3% | -3% | 10% | 1% | -1% | -5.0% | -6%
CCc1ccc(Oc2nnnn2-c2ccc(C(N)=O)cc2)cc1 | 4% | 0.78 | -0.21 | 1.1 | -0.67 | 11% | -6% | 13% | 7% | -1% | -4.1% | -11%
COc1ccccc1-c1n[nH]c(=S)n1N | 10% | 0.029 | -0.21 | 0.094 | 0.24 | -3% | 2% | 13% | -7% | -4% | -17% | -4%
O=C(O)/C=C/C(=O)N1Cc2cc3ccccc3nc2C1 | x | 0.12 | -0.2 | 0.049 | 0.31 | -4% | -4% | x | -5% | 11% | x | -7%
Cc1nn(-c2ccc(Cl)cc2)c2sc(C(=O)N3CCN(C(=O)c4ccco4)CC3)cc12 | 3% | x | x | x | x | x | 5% | 7% | x | 2% | -2.4% | -3%
O=C(N/N=C(\CC(=O)c1cccs1)C(F)(F)F)c1cccnc1 | x | 0.24 | -0.27 | -0.29 | 0.61 | 22% | -5% | x | 0% | -6% | x | -4%
CN1/C(=C\C(=O)c2ccco2)C(C)(C)c2ccccc21 | 35% | -0.36 | -0.18 | -0.019 | 0.67 | 5% | 17% | 34% | 8% | -1% | -8.1% | 0%
CCC(CC)NC(=O)CON=C1c2ccccc2-c2ccccc21 | 3% | 0.086 | -0.19 | 0.21 | 0.24 | -1% | 4% | -4% | 6% | 6% | -1.7% | -2%
Cn1c(=O)c2c(nc(NN=C3CCCCC3)n2C)n(C)c1=O | -10% | -0.69 | -0.24 | -0.25 | 0.57 | 7% | 4% | 5% | 0% | -1% | -9.5% | -7%
